ABCG2 block: blocks JC-1 efflux by human ABCG2 transporter. Q9UNQ0. IgMXP3 cells, flow cytometry. inhibition, % at 6.6 µM. 0.1% of 190,000 active;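 active = inhibition above 80%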;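 note: 0% = DMSO and 100% = nicardipine control wells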
Target sequence (Q9UNQ0 whole entry, looked up): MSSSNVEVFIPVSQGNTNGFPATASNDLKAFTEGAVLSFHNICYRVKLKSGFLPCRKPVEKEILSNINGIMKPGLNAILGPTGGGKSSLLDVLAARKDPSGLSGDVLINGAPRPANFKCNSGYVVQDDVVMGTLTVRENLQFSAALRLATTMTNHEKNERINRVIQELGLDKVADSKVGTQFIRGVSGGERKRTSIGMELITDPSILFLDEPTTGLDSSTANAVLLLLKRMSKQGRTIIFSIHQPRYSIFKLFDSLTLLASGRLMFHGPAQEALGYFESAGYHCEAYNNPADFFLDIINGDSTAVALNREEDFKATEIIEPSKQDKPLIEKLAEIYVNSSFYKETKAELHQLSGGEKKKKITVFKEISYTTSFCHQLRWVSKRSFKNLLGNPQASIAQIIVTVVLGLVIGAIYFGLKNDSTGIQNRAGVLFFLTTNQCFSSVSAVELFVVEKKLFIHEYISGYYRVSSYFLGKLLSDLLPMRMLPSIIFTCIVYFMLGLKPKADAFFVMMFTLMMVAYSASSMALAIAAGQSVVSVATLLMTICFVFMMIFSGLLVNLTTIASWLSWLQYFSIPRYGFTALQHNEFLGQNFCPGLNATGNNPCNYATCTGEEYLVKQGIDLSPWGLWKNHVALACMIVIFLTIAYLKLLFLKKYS
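Test system: IgMXP3 cells (ABCG2) mixed with DDAO far-red-labelled CCRF-Adr cells (ABCB1). Reagent: JC-1 transporter substrate. Compound dosing: single test compound dose, 6.6 µM final. Times: 10 min compound exposure, 25 °C. Detection: flow cytometry of retained JC-1 fluorescence. Read-out basis: efflux inhibition in percent versus controls. Controls: nicardipine and DMSO wells.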
Bcl-2 Bim block: disrupts Bim peptide binding to human Bcl-2; P10415; Bead-based flow cytometry, Bim peptide-Bcl-2 binding; 0.06% of 190,000 active; inhibition, % at 10 µM; in the data active = inhibition above about 40%; inconclusive = no clear call, values can overlap the other calls;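 note: 0% = no compound wells with probe peptide and 100% = reference peptide inhibitor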
Target sequence (P10415 whole entry, looked up): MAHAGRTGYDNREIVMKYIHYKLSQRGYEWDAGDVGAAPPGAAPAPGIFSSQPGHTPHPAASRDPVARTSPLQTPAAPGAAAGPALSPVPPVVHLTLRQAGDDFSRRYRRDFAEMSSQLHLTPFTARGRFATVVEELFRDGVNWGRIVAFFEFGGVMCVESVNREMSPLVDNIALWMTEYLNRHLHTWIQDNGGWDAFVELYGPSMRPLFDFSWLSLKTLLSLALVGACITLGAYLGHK
Bcl-XL Bim block: human Bim-Bcl-XL interaction inhibition; Bim peptide-Bcl-XL binding, bead flow cytometry, fluorescence; inhibition, % at 10 µM; 0.04% of 190,000 active; AID 1007
Bim-Bcl-W: inhibitors of Bim-Bcl-W interaction, human; Q92843; bead-based flow cytometry, Bim peptide-Bcl-W binding; inhibition, % at 10 µM; 0.02% of 190,000 active; AID 952;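 note: 0% = bound tracer without compound and 100% = peptide blocker; higher means less fluorescent Bim peptide bound to Bcl-W beads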
GSH bead fluor: GSH bead compound fluorescence profile; GSH beads flow cytometry, compound fluorescence 488/530 nm; active compounds read high; fluorescence (KMESF) at 10 µM; 0.25% of 190,000 active; AID 1776; in the data active = fluorescence above about 89;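 note: glutathione beads carrying GST-tagged Bcl family fusion proteins plus one bare bead set; values are compound well signal with DMSO vehicle wells as background; inactives centre near 16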
RGS4-Gao reg: modulates binding of RGS4 to human Galphao | binding response (% of control), % at 10 µM | 0.33% of 220,000 active | Multiplexed bead flow cytometry; actives lie on both sides | P09471; in the data active = binding response below about 49% or above about 150%; inactive = in between;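 note: fluorescent Galphao activated with aluminum fluoride binding bead-coupled RGS4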
ABCB1 block: inhibitors of human ABCB1 transporter, ABCG2 counter-screen; P08183; CCRF-Adr cells, JC-1 efflux, flow cytometry; inhibition, % at 6.6 µM; 0.067% of 190,000 active; in the data active = inhibition above about 40%;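 note: 0% = vehicle and 100% = reference inhibitor; higher value means more JC-1 retained so stronger ABCB1 efflux block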
Bfl-1 Bim block: disrupts Bim binding to human Bfl-1 | Bead-based flow cytometry, Bim-Bfl-1 binding inhibition | inhibition, % at 10 µM | 0.12% of 190,000 active;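 note: 0% = wells without compound plus tracer and 100% = blocker peptide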
Bcl-B Bim block: disrupts Bim peptide binding to human Bcl-B. bead-based flow cytometry. inhibition, % at 10 µM. Q9HD36. 0.073% of 190,000 active. AID 951;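 note: 0% = tracer peptide without compound and 100% = reference inhibitor peptide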
Target sequence (Q9HD36 whole entry, looked up): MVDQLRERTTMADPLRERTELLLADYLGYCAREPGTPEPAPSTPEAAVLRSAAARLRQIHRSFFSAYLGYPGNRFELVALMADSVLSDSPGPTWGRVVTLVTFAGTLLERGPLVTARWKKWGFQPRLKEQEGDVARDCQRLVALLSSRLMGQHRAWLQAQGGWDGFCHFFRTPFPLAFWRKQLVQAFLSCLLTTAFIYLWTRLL
RGS7-Gao: modulates binding of RGS7 to human Galphao; P09471; Multiplexed bead flow cytometry; actives lie on both sides; binding response (% of control), % at 10 µM; 0.35% of 220,000 active; in the data active = binding response below about 49% or above about 150%; inconclusive = no clear call, values can overlap the other calls; inactive = in between;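 note: fluorescent Galphao held in activated GDP-AlF4 state binding bead-coupled RGS7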
Avidin fluor: avidin bead compound fluorescence profile; Avidin beads, compound fluorescence 488/530 nm, flow cytometry; active compounds read high; fluorescence (KMESF) at 10 µM; 0.38% of 220,000 active; AID 1775; in the data active = fluorescence above about 47; note: inactives centre near 10
The depositor's hits bear a star; ? = inconclusive; · = no result given. Cut-off read from the data, not from the text of the source, unless noted: active = inhibition above about 40%.

SMILES | ABCG2 block | Bcl-2 Bim block | Bcl-XL Bim block | Bim-Bcl-W | GSH bead fluor | RGS4-Gao reg | ABCB1 block | Bfl-1 Bim block | Bcl-B Bim block | RGS7-Gao | Avidin fluor
CCOC(=O)c1nc(N)c(=O)n(-c2ccccc2)n1 | 13.6 | -7.0 | -5.0 | -4.0 | 41 | 99.8 | 0.1 | -14.0 | -9.0 | 101.3 | 14
Oc1cccc(C2c3[nH]c4ccccc4c3CCN2Cc2ccc3c(c2)CCO3)c1 (stereo unspecified) | -0.3 | -12.0 | -1.0 | -1.0 | 49 | 95.7 | -0.1 | -15.0 | -3.0 | 98.3 | 9
COc1cc(C(=O)Nc2ccccc2N2CCOCC2)ccc1OCc1c(C)noc1C | 4.8 | -5.0 | -6.0 | -3.0 | 12 | 99.3 | 1.0 | -4.0 | -8.0 | 101.0 | 4
CCOC(=O)c1c(NC(=O)CSc2nnc(-c3cccnc3)o2)sc2c1CCC2 | 0.0 | ? | · | · | 44 | 99.4 | 1.6 | · | · | 98.3 | 7
FC(F)(F)c1cccc(NC(=S)NCc2ccc(Cl)cc2)c1 | 3.2 | -4.0 | -3.0 | -2.0 | 64 | 101.6 | 0.7 | 0.0 | -1.0 | 106.4 | 11
COc1ccc(OC/C(O)=C(\C#N)c2nc3ccccc3[nH]2)cc1 | 1.2 | -13.0 | -5.0 | -2.0 | 37 | 100.7 | 0.1 | -15.0 | -10.0 | 95.2 | 7
COCCNC(=O)C(c1cccnc1)N(Cc1ccccc1)C(=O)Cn1nnc2ccccc21 (stereo unspecified) | 17.4 | 2.0 | 4.0 | -2.0 | 16 | 104.2 | 2.2 | 5.0 | 5.0 | 102.1 | 10
Cc1ccsc1C(=O)N/N=C/c1ccc([N+](=O)[O-])cc1 | 21.2 | 0.0 | -3.0 | 0.0 | 6 | 102.0 | 1.6 | -1.0 | -1.0 | 101.3 | 2
COc1ccc(CN2CCN(C3CCOCC3)CC2CCO)c(C)c1C (stereo unspecified) | 9.8 | -5.0 | -3.0 | -5.0 | 14 | 104.5 | 2.0 | -5.0 | -5.0 | 105.4 | 1
Cc1cccc(-c2ncc(CN3CCN(CCC(C)C)C(CCO)C3)cn2)c1 (stereo unspecified) | 0.0 | -6.0 | -2.0 | 0.0 | 17 | 111.3 | 0.2 | -6.0 | -2.0 | 108.8 | 6
Cc1ccc(NC(=O)COc2cccnc2[N+](=O)[O-])cc1S(=O)(=O)N1CCOCC1 | 1.6 | -1.0 | 0.0 | -2.0 | 9 | 98.5 | -0.1 | -4.0 | 0.0 | 100.5 | 4
CSc1cccc(NC(=O)C2CCCN(S(=O)(=O)c3ccc(F)cc3)C2)c1 (stereo unspecified) | 6.3 | -2.0 | -2.0 | -2.0 | 33 | 97.6 | 1.2 | -1.0 | -4.0 | 96.1 | 7
CCOC(=O)c1cccc(NC(=O)CSc2nc(N)cc(N)n2)c1 | 4.7 | 10.0 | 10.0 | 5.0 | 23 | 103.4 | -0.1 | 21.0 | 10.0 | 104.2 | 23
COc1ccc(Oc2nnc(C)c3ccccc23)cc1 | 2.4 | -6.0 | 1.0 | 5.0 | 58 | 103.6 | 0.5 | -4.0 | -8.0 | 103.0 | 4
COc1ccc(-c2noc(CSc3nnc(Cc4ccccc4)n3-c3ccc(Cl)cc3)n2)cc1 | 6.4 | -8.0 | 0.0 | 0.0 | 5 | 85.1 | 1.8 | -2.0 | -1.0 | 93.8 | 16
O=C(COC(=O)c1cc(S(=O)(=O)Nc2ccccc2Cl)ccc1O)Nc1nc2ccccc2s1 | -4.7 | 2.0 | -1.0 | -1.0 | 14 | 102.3 | -1.2 | 2.0 | 3.0 | ? | 14
COc1ccc(C=O)cc1COc1ccc(C)cc1[N+](=O)[O-] | 8.2 | 2.0 | -2.0 | -2.0 | 9 | 100.1 | 0.0 | 0.0 | 3.0 | 101.6 | 10
O=C1CN(C(=O)COC(=O)CNC(=O)c2ccccc2)c2ccccc2N1 | 0.7 | -1.0 | -3.0 | -2.0 | 10 | 104.0 | 0.1 | -2.0 | -2.0 | 102.6 | 16
Cc1cc2ncc(-c3ncc(C(F)(F)F)cc3Cl)cn2n1 | 2.0 | -10.0 | 1.0 | -2.0 | 52 | 101.9 | 0.2 | -12.0 | -7.0 | 97.0 | 9
Cc1nc2ccc(C(=O)OCc3ccccc3Br)cc2nc1C | 12.5 | -6.0 | 0.0 | -1.0 | 11 | 105.1 | 1.1 | -3.0 | -1.0 | 102.2 | 21
CCc1nnc(NS(=O)(=O)c2ccc(N/C=C\C(=O)c3ccc4ccccc4c3)cc2)s1 | 1.3 | 4.0 | -1.0 | 0.0 | 8 | 92.4 | 4.7 | 3.0 | 2.0 | 92.7 | 13
CC(Oc1ccccc1)C(=O)N=Nc1c(O)[nH]c2ccc([N+](=O)[O-])cc12 (stereo unspecified) | -0.3 | 0.0 | 0.0 | -2.0 | 16 | 100.2 | -0.2 | -3.0 | 0.0 | ? | 9
CC1Cc2ccccc2N1C(=O)CSc1nc(-c2ccco2)cc(C(F)(F)F)n1 (stereo unspecified) | 2.6 | -7.0 | -6.0 | -1.0 | 39 | 97.9 | 0.4 | -9.0 | -7.0 | 97.2 | 4
CCOC(=O)c1cc2c(n(-c3ccc(C)cc3)c1=O)CCCC2=O | 3.0 | -1.0 | -1.0 | -1.0 | 21 | 101.3 | 0.7 | -1.0 | 0.0 | 98.1 | 38
O=c1[nH]ncc(NCCCO)c1Cl | 2.6 | 0.0 | -4.0 | -2.0 | 22 | 84.1 | 0.3 | 0.0 | -6.0 | 86.8 | 28

4 entries already listed, arranged by number of heavy atoms, falling.
SMILES | ABCG2 block | Bcl-2 Bim block | Bcl-XL Bim block | Bim-Bcl-W | GSH bead fluor | RGS4-Gao reg | ABCB1 block | Bfl-1 Bim block | Bcl-B Bim block | RGS7-Gao | Avidin fluor
COc1cc(C(=O)Nc2ccccc2N2CCOCC2)ccc1OCc1c(C)noc1C | 4.8 | -5.0 | -6.0 | -3.0 | 12 | 99.3 | 1.0 | -4.0 | -8.0 | 101.0 | 4
Cc1cccc(-c2ncc(CN3CCN(CCC(C)C)C(CCO)C3)cn2)c1 (stereo unspecified) | 0.0 | -6.0 | -2.0 | 0.0 | 17 | 111.3 | 0.2 | -6.0 | -2.0 | 108.8 | 6
FC(F)(F)c1cccc(NC(=S)NCc2ccc(Cl)cc2)c1 | 3.2 | -4.0 | -3.0 | -2.0 | 64 | 101.6 | 0.7 | 0.0 | -1.0 | 106.4 | 11
Cc1ccsc1C(=O)N/N=C/c1ccc([N+](=O)[O-])cc1 | 21.2 | 0.0 | -3.0 | 0.0 | 6 | 102.0 | 1.6 | -1.0 | -1.0 | 101.3 | 2

Carrying on:
SMILES | ABCG2 block | Bcl-2 Bim block | Bcl-XL Bim block | Bim-Bcl-W | GSH bead fluor | RGS4-Gao reg | ABCB1 block | Bfl-1 Bim block | Bcl-B Bim block | RGS7-Gao | Avidin fluor
Cc1c(Cl)c([N+](=O)[O-])nn1CCCC(=O)Nc1ccc(Cl)cc1Cl | 43.6 | -4.0 | -9.0 | -4.0 | 6 | 104.4 | 3.0 | -2.0 | -9.0 | 102.2 | 4
COc1ccc(NC(=O)CNc2cccc(C#N)c2)cc1Cl | 0.7 | -3.0 | -3.0 | -3.0 | 16 | 101.8 | 0.1 | -4.0 | 0.0 | 96.4 | 10
Cc1c(-n2c(SCC(=O)NC(C)C)nc3ccccc3c2=O)c(=O)n(-c2ccccc2)n1C | 0.9 | -2.0 | -1.0 | 0.0 | 11 | 101.4 | 0.2 | -2.0 | -1.0 | ? | 9
Cc1ccc(OCc2ccoc2C(=O)O)cc1C | 9.7 | -5.0 | -2.0 | 2.0 | 14 | 92.8 | 1.3 | -6.0 | -2.0 | 91.6 | 14
CC(CCc1ccco1)NC(=O)Cn1nc(Cc2ccncc2)c2ccccc2c1=O (stereo unspecified) | 0.0 | 5.0 | 4.0 | 2.0 | 17 | 100.2 | 0.2 | 0.0 | 1.0 | 98.0 | 3
Cc1c(NC(=O)c2cc3nc(-c4ccccc4)cc(C)n3n2)c(=O)n(-c2ccccc2)n1C | 0.5 | 2.0 | 0.0 | 0.0 | 14 | 101.3 | 0.1 | 0.0 | 0.0 | 99.7 | 25
Oc1ccccc1Cn1c(-c2ccccc2O)nc2ccccc21 | 0.8 | -4.0 | -4.0 | -4.0 | 13 | 101.4 | 0.4 | 0.0 | -3.0 | 98.5 | 35
CCCCNc1c(NC(C)=O)c(=O)oc2ccccc12 | 6.0 | 3.0 | 0.0 | 0.0 | 19 | 92.4 | 2.3 | 1.0 | 0.0 | 100.2 | 10
Cc1ccc(S(=O)(=O)NNC(=O)NC23CC4CC(CC(C4)C2)C3)cc1 | -0.9 | -3.0 | -5.0 | -1.0 | 5 | 103.1 | -0.4 | 0.0 | -3.0 | 101.8 | 1
COc1ccccc1Nc1nnc(SCC(=O)Nc2nc(-c3ccc(F)cc3)cs2)s1 | -0.8 | -1.0 | -7.0 | -3.0 | 16 | 95.9 | -1.3 | -5.0 | -11.0 | 103.6 | 7
CNc1ccc(Br)cc(C(=O)/C=C/c2cccc(Cl)c2Cl)c1=O | 2.7 | 2.0 | 0.0 | 0.0 | 14 | 103.7 | 1.6 | 9.0 | -21.0 | 100.4 | 11
COC(=O)CSc1nc2nc(C)cc(C)n2n1 | 1.4 | -6.0 | -4.0 | 0.0 | 24 | 98.5 | 0.4 | -13.0 | -8.0 | 99.0 | 10
O=[N+]([O-])c1ccc(NC(=S)NCCc2ccc(Cl)cc2)cc1 | 3.2 | -3.0 | -7.0 | -5.0 | 33 | 100.0 | 0.0 | -6.0 | -6.0 | 97.4 | 7
CC(=O)N1CCN(c2ccc(NCc3ccc4c(c3)OCO4)cc2)CC1 | 3.7 | 0.0 | 1.0 | 0.0 | 28 | 86.3 | -1.2 | 0.0 | 7.0 | 85.6 | 5
Cc1ccc2occ(C3N[C@H](C(=O)O)CS3)c(=O)c2c1 (stereo partly specified) | 1.4 | -4.0 | -3.0 | 0.0 | 8 | 109.8 | 0.5 | 0.0 | 0.0 | 102.4 | 24
CCN1C(=S)SC(=O)C1=C1C=C(C)N(CCO)C(C)=C1 | -2.9 | -9.0 | -7.0 | -2.0 | 27 | 103.2 | 2.5 | -17.0 | -12.0 | 102.8 | 14
NC(=O)C1CCN(C(=O)CSc2nc3ccccc3s2)CC1 | -0.2 | -6.0 | -1.0 | 1.0 | 10 | 98.7 | 0.2 | -5.0 | -4.0 | 99.9 | 8
COc1cc2c(cc1OC)CN(S(=O)(=O)c1cccs1)CC2 | 7.9 | -1.0 | -2.0 | -2.0 | 24 | 101.1 | 1.8 | 0.0 | -1.0 | 101.6 | 5
CC(C)C1N=C2c3ccccc3N=C(SCC(=O)c3ccc(O)c(O)c3)N2C1=O (stereo unspecified) | · | -1.0 | -1.0 | 2.0 | 16 | 88.0 | · | -11.0 | -4.0 | 86.0 | 6
C#CC(CC)(CC)NC(=O)c1ccc(Br)s1 | 14.5 | -6.0 | 1.0 | 0.0 | 15 | 102.2 | 1.0 | -4.0 | -2.0 | ? | 9
Cc1ccc(C(=O)c2coc3ccc(OCC(=O)O)cc23)cc1 | -0.9 | -10.0 | 3.0 | 0.0 | 32 | 98.7 | -0.3 | -7.0 | -7.0 | 99.5 | 12
Cn1c(SCC(=O)N2CCCc3ccccc32)nc2ccccc2c1=O | 0.0 | -2.0 | 2.0 | 4.0 | 15 | 89.2 | 3.2 | 0.0 | -11.0 | 96.4 | 4
COc1ccc(/C=C2/SC(=O)N(CC(=O)NCCC(C)C)C2=O)cc1OC | 24.2 | 0.0 | 0.0 | 0.0 | 25 | 98.8 | 1.2 | -3.0 | -6.0 | 93.8 | 10
